Assay outcomes: PubChem BioAssay, National Center for Advancing Translational Sciences (NCATS)
aSyn yeast inh – qHTS of alpha-syn Inhibitors; Potency, µM (series often up to 46.1 µM), inactives show top-dose growth rescue (activation), usual class: activators; AID 652106, 2013; 370,000 compounds, 0.14% hits; Yeast expressing alpha-synuclein, growth rescue, BacTiter-Glo, 24 h; also: potency is read from the fitted curve at half-maximal effect; % of control where 0% means no effect; nearly all actives have a fitted effect of over 65% in size
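Galactose-induced alpha-syn yeast (OD600=0.02, raffinose-pregrown) + pinned cpd, 24 hr, 30 deg C; growth by BacTiter-Glo luminescence. Growth restoration scores as activation.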
Abeta yeast res – qHTS for compounds that reverse cellular toxicity of Amyloid beta (A-beta) peptide in yeast: Primary Screen | yeast expressing A-beta42, growth rescue, OD600, 48 h; response scale: 0% DMSO, 100% iron-clioquinol control | Potency, µM (highest dose often 46.1 µM), inactives show top-dose growth rescue, actives largely listed as activators | 410,000 compounds, 0.063% hits; also: potency is read from the fitted curve at half-maximal effect; nearly all actives have a fitted effect of over 55% in size
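Yeast growth medium received pinned compounds, then yeast cells expressing toxic A-beta were added; plates incubated at 30 C for 48 hr. Growth read as absorbance at 600 nm, normalized to DMSO and equimolar FeCl3 plus clioquinol controls.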
FUS yeast rescue – qHTS for Suppressors of FUS Proteinopathy: Primary screen using FUS-linked yeast assay | 390,000 compounds, 0.24% hits | S. cerevisiae FUS-expressing, growth rescue, OD600, 24 h | AID 1347120, 2019 | Potency, µM (top dose mostly 76.6 µM), for inactives: top-dose growth rescue (activation), usual class: activators;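 also: potency is read from the fitted curve at half-maximal effect; plate controls were DMSO vehicle for no effect and reference control for full effect; nearly all actives have a fitted effect of over 55% in size; some results filed as inactive show a strong effect at the top dose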
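S. cerevisiae expressing FUS from galactose induction served as the toxicity model. Growth after 24hr at 30C, read as absorbance at 600 nm, indicates suppression of toxicity; compounds dosed at several concentrations.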
EPAC1 agonist – qHTS for Agonist of cAMP-regulated guanine nucleotide exchange factor 3 (EPAC1): primary screen | Rap guanine nucleotide exchange factor 3 (Homo sapiens), O95398 | EPAC1 agonist qHTS, biochemical assay; response scale: 100% = response to 6.5 mM cAMP | Potency, µM (highest dose often 154 µM), for the others: at the highest dose activation, actives largely listed as activators | 360,000 compounds, 0.073% hits | AID 720707, 2013; also: potency is read from the fitted curve at half-maximal effect; nearly all actives have a fitted effect of over 60% in size
Target sequence (O95398 whole entry, looked up): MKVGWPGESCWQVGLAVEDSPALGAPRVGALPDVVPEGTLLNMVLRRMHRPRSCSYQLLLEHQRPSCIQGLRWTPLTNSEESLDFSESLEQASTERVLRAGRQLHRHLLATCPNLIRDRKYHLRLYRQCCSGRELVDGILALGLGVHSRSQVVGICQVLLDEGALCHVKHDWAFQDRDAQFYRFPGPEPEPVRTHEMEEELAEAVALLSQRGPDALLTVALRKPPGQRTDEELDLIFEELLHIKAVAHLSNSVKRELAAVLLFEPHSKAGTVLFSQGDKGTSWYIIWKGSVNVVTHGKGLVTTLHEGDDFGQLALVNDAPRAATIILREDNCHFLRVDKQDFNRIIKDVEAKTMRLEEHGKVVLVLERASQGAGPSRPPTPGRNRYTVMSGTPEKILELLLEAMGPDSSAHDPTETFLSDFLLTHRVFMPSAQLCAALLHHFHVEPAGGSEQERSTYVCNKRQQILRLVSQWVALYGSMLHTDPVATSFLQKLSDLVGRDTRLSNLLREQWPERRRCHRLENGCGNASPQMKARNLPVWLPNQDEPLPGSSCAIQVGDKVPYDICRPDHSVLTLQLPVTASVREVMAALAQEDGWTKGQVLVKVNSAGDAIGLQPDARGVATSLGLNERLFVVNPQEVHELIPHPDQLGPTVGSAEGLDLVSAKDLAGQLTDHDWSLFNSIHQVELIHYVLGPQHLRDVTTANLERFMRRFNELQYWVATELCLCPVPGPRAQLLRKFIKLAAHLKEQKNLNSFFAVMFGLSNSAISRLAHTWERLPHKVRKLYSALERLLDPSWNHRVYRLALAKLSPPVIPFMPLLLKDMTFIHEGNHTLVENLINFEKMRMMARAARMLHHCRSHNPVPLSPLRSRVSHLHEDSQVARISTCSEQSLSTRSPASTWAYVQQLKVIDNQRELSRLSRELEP
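Nucleotide exchange assay: 100 nM EPAC1 with 250 nM Rap1B loaded with BODIPY-GDP and 50 uM GDP, room temperature. Fluorescence (480/540 nm) read every 5 min for 30 min; signal change normalized to 6.5 mM cAMP as full agonist.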
WRN inhibitor – qHTS for Inhibitors of WRN Helicase. WRN helicase unwinding, fluorescent forked duplex, kinetic. Potency, µM (doses to about 114 µM), for the others: at the top dose activity change, negative = inhibition, hits mostly inhibitors. 360,000 compounds, 0.46% hits; also: potency is read from the fitted curve at half-maximal effect; % is scaled to controls: 0 for no effect and ±100 for the full control effect; nearly all actives have a fitted effect of over 55% in size
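Primary qHTS, 1536-well format. 20 nM WRN + compound, 15 min RT; start with 100 nM forked fluorophore/quencher duplex, 2 mM ATP (final); kinetic read ex 525/em 598 nm.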
IL2 activator – qHTS of IL-2 Activators; IL-2 activation reporter assay, cell-based qHTS; stimulated with anti-CD3/CD4/CD28 beads; in transgenic mouse T cells; activation, % (series mostly up to about 46 µM); 360,000 compounds, 0.065% hits; AID 652025, 2013; in the data active = activation above about 50%; inconclusive = mostly about 30% to 49%; also: 0% is about no effect
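Using fluorescent plate cytometry, EGFP and DsRed are detected in transgenic mouse T cells stimulated 18 h at 37 degrees C with antibody-coated beads after 60 min compound pretreatment.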
PI5P4K alpha inh – qHTS for Inhibitors of phosphatidylinositol 5-phosphate 4-kinase (PI5P4K) | PI5P4Kalpha enzyme, ADP-Glo luminescence, 60 min; stronger effect = lower value | max response, % | 330,000 compounds, 1.2% hits; active = max response of -50% or lower; inconclusive = between -30% and -50%; inactive = -30% or higher; also: value at the top dose of about 77 µM; % is scaled to controls: 0 for no effect and ±100 for the full control effect
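Reactions run in 0.038 M HEPES pH 7.4, 0.28 mM EGTA, 0.1% CHAPS and 5% DMSO, with PI5P4Kalpha, substrate, compound and 5 microM ATP final, one hour at room temperature. Readout is ADP-Glo luminescence.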
PLK1 PBD block – qHTS for Inhibitors of PLK1-PDB (polo-like kinase 1 - polo-box domain): Primary Screen; Serine/threonine-protein kinase PLK1 (Homo sapiens), P53350; Plk1 PBD binding of FITC phosphopeptide, fluorescence polarization; Potency, µM, inactives show max response, negative = inhibition, hits mostly inhibitors; 360,000 compounds, 2.8% hits; AID 720504, 2013; also: potency is read from the fitted curve at half-maximal effect; series mostly up to about 57 µM; % is scaled to controls: 0 for no effect and ±100 for the full control effect; nearly all actives have a fitted effect of over 65% in size
EPAC1 antagonist – qHTS for Antagonist of cAMP-regulated guanine nucleotide exchange factor 3 (EPAC1): primary screen. Rap guanine nucleotide exchange factor 3 (Homo sapiens), O95398. EPAC1 GEF assay, Rap1b-BODIPY-GDP exchange fluorescence. Potency, µM (titrated, usually from 115 µM), for the others: at the highest dose activity change, negative = inhibition, usual class: inhibitors. 360,000 compounds, 0.14% hits. AID 720709, 2013;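 also: potency is read from the fitted curve at half-maximal effect; plate controls were vehicle for no effect and positive control for full effect; nearly all actives have a fitted effect of over 50% in size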
* = called active by the depositor; ? = inconclusive; · = no result given; [ ] = remark or other dose. Unless noted, calls follow the shape of the dose curve; as a rule, active = well fitted curve in the direction sought with a large enough effect; inconclusive = small, poorly fitted or top-dose-only effect, or another doubt; inactive = no such curve, though single readings can be large; an effect the other way counts as inactive or inconclusive. Rows are unselected, and some 4.1% of all compounds hit somewhere here.

Values run as follows: aSyn yeast inh | Abeta yeast res | FUS yeast rescue | EPAC1 agonist | WRN inhibitor | IL2 activator | PI5P4K alpha inh | PLK1 PBD block | EPAC1 antagonist
1. O=C(NC1CCCc2ccccc21)c1ccccc1Cl (stereo not given)
  3% | -9% | -20% | -10% | 10% | -4.1 | -1 | -4% | 1%
2. Cc1cc(C)n2nc(CCCO)nc2n1
  1% | 13% | -28% | -4% | 5% | 0.7 | -9 | -3% | 4%
3. CC(=O)Nc1cccc(-c2ccnc3c2CC(C)(C(=O)NCCC(F)(F)F)O3)c1 (stereo not given)
  0% | -10% | -16% | 2% | 0% | -0.6 | -2 | -12% | -19%
4. COc1ccccc1C(=O)NCC(=O)N1CCN(C/C=C/c2ccccc2)CC1
  -1% | 11% | · | 5% | -1% | 0.0 | -7 | 5% | 7%
5. COc1ccccc1NC(=O)CSc1nnc(CNC(=O)c2cccs2)o1
  3% | 8% | -8% | 8% | 4% | -2.4 | 0 | ? | ?
6. CCOc1cc(C(=O)NCc2ccc(-c3nc4ccccc4o3)cc2)cc(OCC)c1OCC
  -4% | -10% | 5% | 7% | -7% | -0.1 | · | -11% | -7%
7. CC(C)OCCCNC(=O)CNC(=O)c1cccs1
  2% | 17% | -12% | 3% | -4% | -0.9 | · | 3% | 3%
8. CCOc1ccc(C(=O)c2nc3c(n2O)CCCC3)cc1
  -19% | -4% | 25% | 6% | -5% | 1.7 | · | -1% | -12%
9. O=C(Cn1cnc2ccccc21)Nc1cc(C(F)(F)F)ccc1N1CCOCC1
  -1% | 18% | 13% | 2% | 0% | -1.0 | 15 | 0% | -9%
10. CCC(=O)Nc1cc(-c2nnc(OC)c3ccccc23)ccc1N1CCOCC1
  -11% | -1% | -1% | -7% | 3% | -1.5 | -3 | ? | 2%
11. Nc1nc(Nc2cccc(Cl)c2)nc(NCc2ccco2)c1[N+](=O)[O-]
  11% | 3% | 19% | 3% | ? | -0.9 | -54* | -6% | -20%
12. Cc1ccc(-c2cc(-c3ccccc3)nc(N/N=C/c3cccnc3)n2)cc1
  -6% | -29% | ? | ? | -11% | -1.3 | · | -14% | -4%
13. Cc1[nH]c2ccccc2c1C(=O)CN1CCN(C/C=C/c2ccccc2)CC1
  -1% | -5% | 18% | -5% | 2% | -0.1 | 1 | -6% | 10%
14. CC(=O)c1cccc(NC(=O)C2Cc3c(-c4ccccc4Oc4ccccc4)ccnc3O2)c1 (stereo not given)
  7% | -17% | ? | 7% | -13% | 0.6 | -1 | -5% | -21%
15. COc1ccccc1-n1c([S-])c(C(=O)Nc2ccccc2C(F)(F)F)[n+]2ccc(C(=O)NCCO)cc12
  -2% | -10% | 52% | 12% | -11% | -0.3 | -4 | -26% | 1%
16. COC(=O)[C@H]1C[C@@]2(O)CN(S(=O)(=O)c3ccc(C)cc3)C[C@@]2(OC(=O)NCc2ccccc2)C[C@H]1C(=O)OC
  1% | -4% | 17% | -6% | -4% | -2.2 | 2 | -13% | -2%
17. CC1CCN(c2c(NCC3CCC(C(=O)NCc4ccccc4)CC3)c(=O)c2=O)CC1 (stereo not given)
  -7% | -9% | 8% | -6% | 6% | -2.2 | 2 | -4% | 8%
18. CCOC(=O)C1CCCN(CCC(=O)Nc2ccccc2C)C1 (stereo not given)
  -6% | 4% | -40% | 12% | -5% | 0.6 | 10 | -4% | 5%
19. CCOC(=O)c1c(S(=O)(=O)N2c3ccccc3CC2C)c(C)n(C)c1C (stereo not given)
  12% | -5% | 7% | 0% | -7% | -0.3 | -4 | 4% | 11%
20. CCOc1ccc2c(c1)c1nnc(SCC3CCCO3)nc1n2C (stereo not given)
  10% | -17% | 15% | -7% | -1% | 0.3 | -16 | 27µM* | -4%
21. Fc1ccc(-n2nnc(-c3cnc4ccccc4c3)n2)cc1
  -5% | 8% | -17% | -9% | 2% | 0.4 | 0 | -3% | 5%
22. CCCc1ncc(C(O)(c2ccccc2)c2ccc(C)cc2)n1C (stereo not given)
  0% | 5% | -4% | -3% | 2% | -0.4 | 0 | -11% | 2%
23. O=[N+]([O-])c1cccc(/C=C/c2nc(C=Nc3ccc4ccccc4c3)c(O)o2)c1
  -3% | 11% | 33% | 9% | -22% | 0.1 | · | -6% | -20%
24. COc1ccc(CC(N)c2csc(Nc3cccc(OC)n3)n2)cc1 (stereo not given)
  0% | 2% | 9% | -9% | -1% | -0.7 | 15 | -2% | -10%
25. CC12CS(=O)(=O)CC1SC(=S)N2c1ccccn1 (stereo not given)
  0% | -22% | 0% | 6% | -22% | 0.6 | -5 | -16% | 10%
26. CN(C)c1ccc(C2Nc3ccccc3C(=O)N2NS(=O)(=O)c2ccccc2)cc1 (stereo not given)
  -3% | -5% | 5% | 13% | -3% | 0.8 | -3 | -10% | -26%
27. Cc1cc2c(cc1C)NC(CC(=O)NCc1ccccc1)C(=O)N2 (stereo not given)
  1% | 26% | 17% | -3% | 1% | -1.5 | · | 26% | 0%
28. Cn1c(/C=C/c2ccccc2)nc2ccccc2c1=O
  -13% | -24% | 24% | -3% | 5% | -4.6 | 6 | -1% | 0%
29. Cc1ccc(S(=O)(=O)NCc2ccc(C(=O)N3CCc4ccccc4C3)cc2)cc1
  20% | 19% | · | 16% | 9% | 11 | -6 | -16% | -19%
30. Cc1cccc(-c2nnc(SCC(=O)N3c4ccccc4CCc4ccccc43)n2C)c1
  0% | -3% | · | -3% | -4% | -2.9 | 10 | -1% | 13%
31. CCCCOc1ccc(C(=O)NCC(=O)N2CC(C)CC(C)C2)cc1 (stereo not given)
  -19% | -12% | 14% | -7% | 8% | 0.8 | 2 | 1% | 0%
32. O=C(COc1ccccc1[N+](=O)[O-])Nc1cccc(Cl)c1N1CCOCC1
  -5% | -14% | · | 21% | -24% | -1.3 | 13 | -1% | -9%
33. COc1ccc(Cn2c(=O)sc3ccccc3c2=O)cc1
  ? | 11% | -6% | -11% | 2% | -6.7 | 9 | -16% | -25%
34. CN1CCN(CCCNC(=O)c2ccc(CS(=O)(=O)c3ccc(Br)cc3)o2)CC1
  -11% | -4% | -13% | 1% | 2% | 1.4 | -2 | -1% | 1%
35. Cc1cccc(C(=O)Nc2sc(C(=O)N3CCCC3)c(C)c2C#N)c1
  -1% | -10% | 20% | -6% | -23% | -1.9 | 0 | 1% | 20%
36. Cc1ccc(NC(=O)CSc2nnc(Cc3ccccc3)o2)cc1
  5% | -10% | -2% | 0% | -1% | 5.9 | 2 | 1% | -11%
37. Cc1ccccc1S(=O)(=O)N1CC(C(=O)O)=CC[C@H]1c1ccc(Cl)cc1
  5% | -2% | 10% | 4% | 9% | 1.5 | 3 | -9% | 5%
38. COc1ccc(NC(=O)CN(C)C(=O)C2=NN(c3ccccc3)C(=O)CC2)cc1
  0% | -11% | -1% | 12% | -7% | 1.3 | -1 | -4% | -23%
39. O=C(Nc1ccc2nn(-c3ccccc3)nc2c1)c1cccnc1
  -9% | -25% | -5% | 1% | -13% | 1.5 | -3 | -3% | -4%
40. Cc1ccc(OCC(=O)N2CCN(c3nnc(-c4ccc(C)cc4)c4ccccc34)CC2)cc1
  4% | 0% | ? | 12% | 9% | -4.2 | · | -6% | 5%

Continued, starting with the last two of the part before.
Values run as follows: aSyn yeast inh | Abeta yeast res | FUS yeast rescue | EPAC1 agonist | WRN inhibitor | IL2 activator | PI5P4K alpha inh | PLK1 PBD block | EPAC1 antagonist
39. O=C(Nc1ccc2nn(-c3ccccc3)nc2c1)c1cccnc1
  -9% | -25% | -5% | 1% | -13% | 1.5 | -3 | -3% | -4%
40. Cc1ccc(OCC(=O)N2CCN(c3nnc(-c4ccc(C)cc4)c4ccccc34)CC2)cc1
  4% | 0% | ? | 12% | 9% | -4.2 | · | -6% | 5%
41. CC(=O)c1ccc(OCC(=O)OCC(=O)NCc2ccco2)cc1
  -8% | 18% | -14% | -12% | 2% | -0.1 | 7 | 0% | 0%
42. Cc1ccc(NC(=O)Cn2c(C)csc2=O)cc1
  1% | 2% | -13% | 12% | -4% | 0.6 | 6 | -2% | 0%
43. CCCCCCCCC(=O)NCCOc1ccc(OC)cc1
  11% | -1% | 7% | -14% | 0% | -0.3 | -2 | -3% | -18%
44. CCOc1ccc(C(=O)Nc2nc3ccccc3[nH]2)cc1OCC
  -14% | 14% | 25% | 7% | -1% | 1.7 | -9 | 3% | -12%
45. Cn1c(N2CCOCC2)c(C#N)c2ccccc21
  14% | 10% | 3% | -13% | 5% | 0.0 | -1 | 4% | 8%
46. C[C@H](NC(=O)OC(C)(C)C)c1nnc(SCC(=O)Nc2cccc(Cl)c2)o1
  -1% | 21% | -1% | 2% | 3% | 0.1 | 1 | -14% | -2%
47. COC(=O)c1[nH]c(=O)c2ccccc2c1O
  1% | 13% | -1% | 6% | -5%[57.1 µM] | 1.7 | 0 | -18% | 5%
48. O=C(NC(c1cccnc1)c1ccc2c(c1)OCO2)C1CCN(CCOc2ccc(Cl)cc2Cl)CC1 (stereo not given)
  -1% | -8% | 12% | 14% | 2% | -0.3 | -5 | -4% | -13%
49. CCOc1ccc(NC(=O)CN(C)C(=O)CC2CC3CCC2C3)cc1OCC (stereo not given)
  0% | 7% | 19% | -2% | -23% | 0.2 | -4 | -4% | 0%

Shown as a hit in PLK1 PBD block (from the list above):
| No. | smiles | aSyn yeast inh | WRN inhibitor | IL2 activator | PI5P4K alpha inh | PLK1 PBD block | EPAC1 antagonist |
| --- | --- | --- | --- | --- | --- | --- | --- |
| 20 | CCOc1ccc2c(c1)c1nnc(SCC3CCCO3)nc1n2C (stereo not given) | 10% | -1% | 0.3 | -16 | 27µM* | -4% |
